# Screens: PubChem BioAssay, National Center for Advancing Translational Sciences (NCATS)
# D1 antag: antagonists of human D1 dopamine receptor; P21728; HEK293 TREx D1 cells, calcium flux, dopamine EC80; hits give low values; activity change, negative = inhibition, % at 10 µM; hit rate 3.2% among 360,000; in the data active = activity change below about -30%; also: % is scaled to controls: 0 for no effect and ±100 for the full control effect
# Target sequence (P21728 whole entry, looked up): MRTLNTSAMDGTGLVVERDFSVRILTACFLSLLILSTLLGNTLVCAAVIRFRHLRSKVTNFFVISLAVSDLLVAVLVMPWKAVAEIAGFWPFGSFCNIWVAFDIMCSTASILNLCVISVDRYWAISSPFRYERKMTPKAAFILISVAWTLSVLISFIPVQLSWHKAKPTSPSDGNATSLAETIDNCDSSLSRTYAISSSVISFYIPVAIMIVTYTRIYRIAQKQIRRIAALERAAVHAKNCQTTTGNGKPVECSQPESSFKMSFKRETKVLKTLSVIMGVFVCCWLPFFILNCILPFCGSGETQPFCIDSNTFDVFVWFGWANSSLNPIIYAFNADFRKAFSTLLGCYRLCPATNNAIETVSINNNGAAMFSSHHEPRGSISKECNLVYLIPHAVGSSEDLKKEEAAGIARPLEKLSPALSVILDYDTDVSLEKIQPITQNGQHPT
#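 Compound effects on dopamine-evoked calcium signalling were measured in tetracycline-induced HEK293 Trex D1 cells. Dopamine at EC80 followed a 180 s compound pre-read, and fluorescence was tracked kinetically for 180 s more.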
# D2 ag: activates the human D2 dopamine receptor | P14416 | HEK293 T-REx D2 cells, calcium flux agonist mode | activation, % at 2 µM | hit rate 0.53% among 340,000 | AID 485358;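 active = activation over 3 SD above normal in the single-dose calcium agonist read, cut at about 30% in these data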; also: 0% is about no effect
#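 Tetracycline-induced HEK293 T-REx cells with force-coupled D2 receptor, plated overnight at 30 C, loaded with no-wash calcium dye. After a 10 s baseline, compound was pin-added and calcium flux read kinetically for 180 s; calcium rises flagged agonists.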
# TRHR enhancer: allosterically enhances the human TRH receptor | TRHR cells, fluo-8 calcium fluorescence, EC20 TRH enhancement | AID 493056 | enhancement, % at 2 µM | hit rate 0.66% among 360,000; in the data active = enhancement above about 30%; also: 0% is about no effect
# Target sequence (P34981 whole entry, looked up): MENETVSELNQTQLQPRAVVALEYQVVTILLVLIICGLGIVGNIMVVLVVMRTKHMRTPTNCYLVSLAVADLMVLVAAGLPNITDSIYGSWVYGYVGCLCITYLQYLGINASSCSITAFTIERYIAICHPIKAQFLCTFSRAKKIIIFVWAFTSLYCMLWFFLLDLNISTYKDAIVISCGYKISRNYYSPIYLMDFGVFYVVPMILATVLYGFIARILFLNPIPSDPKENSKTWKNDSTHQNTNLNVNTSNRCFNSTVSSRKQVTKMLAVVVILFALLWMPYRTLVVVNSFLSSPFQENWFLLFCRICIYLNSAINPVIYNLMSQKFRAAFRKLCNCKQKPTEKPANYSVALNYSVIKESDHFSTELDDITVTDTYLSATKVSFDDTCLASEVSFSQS
#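 TRHR-expressing cells loaded with fluo-8 calcium dye were read kinetically (ex 480/em 530) during compound addition, then stimulated with an EC20 of TRH (10 nM final). Enhancement of the Gq-mediated intracellular calcium response was scored.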
# D1 agonist: human D1 receptor agonism; AID 504660; HEK293 T-REx D1 cells, calcium flux, agonist mode; activation, % at 2 µM; P21728; hit rate 1% among 360,000; in the data active = activation above about 30%; also: 0% is about no effect
#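 Agonism was scored from calcium flux recorded over 180 s (1 read/s) after pintool compound addition, following a 10-cycle baseline. Cells were inducible force-coupled HEK293 TREx D1, plated overnight at 30 C and loaded with no-wash calcium dye.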
# D2 antag: antagonists of human D2 dopamine receptor; P14416; HEK293 TREx D2 cells, calcium flux, dopamine EC80; inhibition, % at 10 µM; hit rate 2% among 340,000; AID 485344; in the data active = inhibition above about 30%; also: 0% is about no effect
#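 Overnight-induced (tetracycline, 30 C) HEK293 T-REx cells carrying force-coupled D2 receive a no-wash calcium dye, then compound, then EC80 dopamine at 180 s; signals are read kinetically throughout.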
# RXFP1 agonist: RXFP1 (human) receptor agonism; Q9HBX9; HEK293T-RXFP1 cAMP TR-FRET, 30 min; response scale: percent of porcine relaxin response, buffer zero; Potency, µM (series often up to 57.5 µM), for inactives: top-dose activation, most hits filed as activators; hit rate 0.3% among 370,000; active = well fitted activation curve with a large enough effect; also: potency is read from the fitted curve at half-maximal effect; % is scaled to controls: 0 for no effect and ±100 for the full control effect; nearly all actives have a fitted effect of over 60% in size; many of its hits are not listed in these tables
#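 HEK293 cells stably expressing RXFP1, treated 30 min at 37C with compounds plus PDE4 inhibitor Ro 20174; cAMP measured by HTRF TR-FRET. Normalized to buffer and 29 nM porcine relaxin; EC50 by Hill fit.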
# RXFP1 antag: blocks the human relaxin receptor RXFP1; HEK293-RXFP1, relaxin-stimulated cAMP HTRF, 30 min; hits give low values; AID 1259400; activity change, negative = inhibition, % at 57.5 µM; hit rate 0.59% among 350,000; Q9HBX9;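 active = activity change of -60% or lower, but not beyond a set lower limit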; also: % is scaled to controls: 0 for no effect and ±100 for the full control effect
# D1 PAM: potentiators of human D1 dopamine receptor; HEK293 TREx D1 cells, calcium flux, dopamine EC20 potentiation; hit rate 0.036% among 360,000; potentiation, % at 10 µM; AID 504651; in the data active = potentiation above about 30%; also: 0% is about no effect
# D2 potentiator: positively modulates the human D2 dopamine receptor allosterically. P14416. HEK293 T-REx D2, calcium flux, EC20 dopamine potentiation. potentiation, % at 10 µM. hit rate 0.34% among 340,000;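 active = potentiation over 3 SD above the plate norm, cut at about 30% in these data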; also: 0% is about no effect
#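 Primary screen. Calcium kinetics in induced HEK293 T-REx D2 cells: compound pre-addition 180 s, EC20 dopamine, 180 s more.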
# * marks the source's active call; other numbers are inactive results; / = not tested or not shown; & = joins results of further samples. Some of the compounds tested (hit frequency here may not be typical).
nr	Compound	D1 antag	D2 ag	TRHR enhancer	D1 agonist	D2 antag
1	CC12CCC(=O)N1C(C(=O)Nc1ccc(Cl)c(S(=O)(=O)N3CCCCC3)c1)CS2 (stereo not drawn)	2	-0.2	-7	6	1
2	O=C(COc1ccccc1C(=O)Nc1ccccc1)NCCc1ccccc1	-13	-1.2	5	10	-1
3	C#CC1(NC(=O)N(C)C)CCCCC1	4	-0.1	9	1	-11
4	Cc1nnsc1C(=O)NNc1ccc(C(C)(C)C)cc1	-25	0.2	6	5	-9
5	Oc1cc(Br)ccc1C=Nc1ccc(N2CCCCC2)cc1	16	0.8	10	4	-18
6	N#CC1=C(N)SC(N)=C(C#N)C1C1C=CCCC1 (stereo not drawn)	-10	0.2	2	21	12
7	CCOCCCNC(=O)C1CCN(C(=O)Nc2ccc(C)cc2)CC1	14	-1.4	-10	2	3
8	CC(C)(C)c1ccc(C(=O)Nc2ccc3c(c2)CCCN3C(=O)c2cccs2)cc1	-2	0.5	10	2	/
9	C=CCc1cccc2cc(C(=O)NC(C)(C)C)c(=O)oc12	-1	-0.1	-3	2	9
10	Clc1ccc(CN2CCCCCCC2)cc1	-15	-0.3	-2	1	-4

nr	RXFP1 agonist	RXFP1 antag	D1 PAM	D2 potentiator
1	0.1%	2	-5	0
2	-1.3%	-2	-3	10
3	-0.1%	10	5	15
4	1.1%	-22	-2	6
5	0.1%	2	0	10
6	0.2%	-1	-6	18
7	0.6%	0	-6	-1
8	-1.7%	-9	-1	-1
9	1.8%	13	-4	-2
10	0.3%	-3	0	-14

nr	Compound	D1 antag	D2 ag	TRHR enhancer	D1 agonist	D2 antag
11	O=C(CC1SC(=NCCc2ccccc2)N(/N=C/c2cccs2)C1=O)Nc1ccc(Cl)cc1 (stereo not drawn)	3	-0.8	-5	11	-12
12	Cc1cccc(CCNC(=O)C2CCC(CNS(=O)(=O)c3ccccc3)CC2)c1 (stereo not drawn)	5	-0.2	-5	4	/
13	CN(C)c1ccc(NC(=O)CN2CCN(CC(=O)Nc3ccc(Br)cc3)CC2)cc1	10	0.2	2	0	/
14	CCOC(=O)c1c(C)c(C(=O)Nc2ccccc2)c(C)n1CC	7	-0.8	-2	1	10
15	OCc1ncccc1O	-6	1.3	4	9	5
16	CCCc1cc(=O)oc2cc(OCc3cc(OC)c(OC)c(OC)c3)c(Cl)cc12	3	0.4	3	4	3
17	CC(C)(C)NC(=O)Cn1ccc(=N)c2ccccc21	0	1.1	7	3	-16
18	O=C(CSc1ccccn1)Nc1ccc(Cl)c([N+](=O)[O-])c1	-34*	0.3	1	8	6
19	COc1cc(C2CC(=O)N(CC(=O)Nc3ccccc3F)c3ccccc3S2)cc(OC)c1OC (stereo not drawn)	7	-0.2	0	6	/
20	Cc1ccccc1C(=O)NNC(=O)CCc1ccccc1	3	0.7	2	2	0

nr	RXFP1 agonist	RXFP1 antag	D1 PAM	D2 potentiator
11	1.4%	-9	0	12
12	-0.4%	-19	2	8
13	1.3%	-12	-4	10
14	0.0%	-16	-4	7
15	-2.9%	-7	1	12
16	0.0%	3	2	20
17	0.1%	-2	-1	-12
18	-0.3%	-11	-5	12
19	-1.8%	/	-6	0
20	-0.5%	-10	-1	1

nr	Compound	D1 antag	D2 ag	TRHR enhancer	D1 agonist	D2 antag
21	O=C(CSc1nnnn1-c1ccccc1)NCC1(N2CCOCC2)CCCCC1	1	0.6	-6	0	2
22	CCOC(=O)CSc1nc2ccccc2c(=O)n1CC1CCCC1	5	0.7	-10	4	-2
23	COc1ccc(NC(=O)CCn2c(=O)c3cccn3c3ccccc32)c(OC)c1	-4&6	-0.4&0.2	2&6	5&1	-7
24	Cc1cc(C(C)(C)C)ccc1NC(=O)CC(C)(C)CC(=O)O	16	-0.2	-3	5	25
25	CCC(c1nnnn1Cc1ccc(F)cc1)N1CCN(C)CC1 (stereo not drawn)	-6	-0.1	-5	6	1
26	O=S(=O)(c1ccc(OCC(O)CN2CCc3ccccc3C2)cc1)N1CCOCC1 (stereo not drawn)	2	-0.7	0	3	22
27	CC(C)Oc1ccc(C(=O)OCC(=O)NC2CCCCCC2)cc1	-6	0.2	2	6	-13
28	CSCCC(NC(=O)c1cccc(C)c1)C(=O)O (stereo not drawn)	-1	10	2	2	9
29	Cc1ccc(SCC(=O)Nc2ccc(O)c(-c3nc4cc(C)ccc4o3)c2)cc1	-83*	1.0	0	-1	/
30	CCOc1ccc(C(=O)COC(=O)Cc2n[nH]c(=O)c3ccccc23)cc1	1	0.0	1	2	-15

nr	RXFP1 agonist	RXFP1 antag	D1 PAM	D2 potentiator
21	-0.2%	-4	-6	-1
22	0.9%	-1	-2	4
23	1.8%&0.6%	6&-40	-4&-2	5&-3
24	-1.8%	8	0	8
25	2.3%	-2	0	-4
26	-0.1%	2	0	/
27	0.1%	-10	-7	6
28	1.8%	0	1	-2
29	10.0%	16	-1	-6
30	2.4%	13	3	4

nr	Compound	D1 antag	D2 ag	TRHR enhancer	D1 agonist	D2 antag
31	COc1ccc(Cl)cc1NC(=O)c1sc2nc3n(c(=O)c2c1C)CCC3	3	0.6	-1	1	/
32	Cc1ccccc1C(=O)/C=C1\NC(=O)CS1	-8	0.2	-4	0	15
33	COc1ccccc1CNC(=O)c1ccc(CS(=O)(=O)c2ccc(C)cc2)o1	-50*	-0.6	0	12	-7
34	O=C(c1cc2ccccc2oc1=O)N(Cc1ccc(F)cc1)C1CCS(=O)(=O)C1 (stereo not drawn)	-4	0.4	-6	0	2
35	CC(=O)c1ccc(S(=O)(=O)N2CCN(C(=O)c3ccccc3Cc3ccccc3)CC2)cc1	6	0.0	-3	15	-15
36	Cc1nc(CCNC(=O)CC2C(=O)NCCN2Cc2ccccc2F)sc1C (stereo not drawn)	17	1.1	3	0	-1
37	Cc1ccccc1NC(=O)NNC(=O)CCc1ccccc1	-1	-0.4	-8	1	-2
38	CC(=O)c1cccc(OCC(=O)NC2CCCCCC2)c1	-2	0.4	-4	2	-5
39	O=C(NCc1ccc(Cl)cc1)C1CCN(S(=O)(=O)N2CCOCC2)CC1	-11	0.6	4	4	-8
40	CCC(C)n1cnc2c(=O)oc3ccccc3c21 (stereo not drawn)	9	0.6	10	2	8

nr	RXFP1 agonist	RXFP1 antag	D1 PAM	D2 potentiator
31	-0.2%	-6	-1	-9
32	0.1%	-6	0	25
33	2.3%	-15	-4	-5
34	-0.6%	6	9	7
35	1.6%	-12	1	-4
36	-0.6%	-3	-1	7
37	-1.9%	8	-3	-5
38	2.2%	19	-2	2
39	-1.0%	1	-3	8
40	-0.4%	-19	-2	4

nr	Compound	D1 antag	D2 ag	TRHR enhancer	D1 agonist	D2 antag
41	NC(=O)c1c(NC(=O)CCCC(=O)O)sc2c1CCCCCC2	7	/	3	10	/
42	CNC(=O)CCn1nc(-c2ccc(Cl)cc2)c2ccccc2c1=O	0	-0.2	6	2	3
43	CCCCC(=O)Nc1ccnc(-c2cccnc2)n1	-86*	-0.5	1	220*	12
44	CCC(NC(=O)NC1CCCCC1)c1ccccc1 (stereo not drawn)	-4	-0.3	1	1	5
45	COc1ccc(CNc2oc(COc3cccc(C)c3)nc2C#N)cc1	-11	-1.3	1	7	/
46	C=CCn1c(Sc2nc(C)cs2)nc2c1c(=O)[nH]c(=O)n2C	-6	-0.7	-3	0	-11
47	Cc1ccsc1C(=O)C1CCCN(Cc2cc(F)ccc2-n2cccn2)C1 (stereo not drawn)	-18	1.8	-5	1	34*
48	CCCCOC(=O)CSCC(=O)N1N=C(c2cccs2)CC1c1ccc(F)cc1 (stereo not drawn)	-6	2.6	0	10	-8
49	CCOc1ccc(NC(=O)C(NS(=O)(=O)c2ccc3c(c2)CCN3C(C)=O)C(C)C)cc1 (stereo not drawn)	-2	0.6	16	0	/
50	Cc1c(NC(=O)C2CCCN(S(=O)(=O)c3cnc[nH]3)C2)c(=O)n(-c2ccccc2)n1C (stereo not drawn)	9	1.5	1	4	7
51	Cc1ccc(NC(=O)CSc2nc(C)c(Cc3ccccc3)c(=O)[nH]2)cc1C	0&-22	0.1&-1.1	4&0	-1&13	-34
52	COc1ccccc1N1CCN(C(=O)C2CCN(C(=O)c3ccc(C(C)(C)C)cc3)CC2)CC1	-1	1.5	4	6	-4

nr	RXFP1 agonist	RXFP1 antag	D1 PAM	D2 potentiator
41	-0.5%	4	1	/
42	0.1%	0	-7	2
43	0.5%	-6	-2	19
44	-3.9%	-3	1	-12
45	1.0%	-4	-4	5
46	3.7%	-14	-4	2
47	0.9%	-24	-4	-17
48	0.4%	23	7	9
49	-0.1%	3	2	3
50	-0.8%	/	/	3
51	0.0%&-0.1%	-16&-33	0&-2	-7&-6
52	0.8%	-32	1	4

# Molecules listed so far containing four or more nitrogen atoms, in the order listed:
nr	Compound	D1 antag	D2 ag	TRHR enhancer	D1 agonist	D2 antag
4	Cc1nnsc1C(=O)NNc1ccc(C(C)(C)C)cc1	-25	0.2	6	5	-9
6	N#CC1=C(N)SC(N)=C(C#N)C1C1C=CCCC1 (stereo not drawn)	-10	0.2	2	21	12
11	O=C(CC1SC(=NCCc2ccccc2)N(/N=C/c2cccs2)C1=O)Nc1ccc(Cl)cc1 (stereo not drawn)	3	-0.8	-5	11	-12
13	CN(C)c1ccc(NC(=O)CN2CCN(CC(=O)Nc3ccc(Br)cc3)CC2)cc1	10	0.2	2	0	/
21	O=C(CSc1nnnn1-c1ccccc1)NCC1(N2CCOCC2)CCCCC1	1	0.6	-6	0	2
25	CCC(c1nnnn1Cc1ccc(F)cc1)N1CCN(C)CC1 (stereo not drawn)	-6	-0.1	-5	6	1
36	Cc1nc(CCNC(=O)CC2C(=O)NCCN2Cc2ccccc2F)sc1C (stereo not drawn)	17	1.1	3	0	-1
43	CCCCC(=O)Nc1ccnc(-c2cccnc2)n1	-86*	-0.5	1	220*	12
46	C=CCn1c(Sc2nc(C)cs2)nc2c1c(=O)[nH]c(=O)n2C	-6	-0.7	-3	0	-11
50	Cc1c(NC(=O)C2CCCN(S(=O)(=O)c3cnc[nH]3)C2)c(=O)n(-c2ccccc2)n1C (stereo not drawn)	9	1.5	1	4	7

nr	RXFP1 agonist	RXFP1 antag	D1 PAM	D2 potentiator
4	1.1%	-22	-2	6
6	0.2%	-1	-6	18
11	1.4%	-9	0	12
13	1.3%	-12	-4	10
21	-0.2%	-4	-6	-1
25	2.3%	-2	0	-4
36	-0.6%	-3	-1	7
43	0.5%	-6	-2	19
46	3.7%	-14	-4	2
50	-0.8%	/	/	3
